Growth percent in the NCI-60 one-dose screen (48 h, 10 µM unless noted): 100 = growth as untreated, 0 = no growth, -100 = all killed.
SF-268: SF-268 CNS cancer cells. actives 3.1% (n = 82,000). AID 1794759
786-0: 786-0 renal cancer cells; actives 5.1% (n = 81,000); AID 1794775
U251: U251 CNS tumor cells; actives 5.4% (n = 80,000); AID 1794753
TK-10: TK-10 renal cancer cells | actives 3.9% (n = 81,000) | AID 1794769
SN12C: SN12C renal cancer cells | AID 1794767 | actives 3.8% (n = 81,000)
SF-295: SF-295 CNS cancer cells; actives 5.6% (n = 79,000)
CAKI-1: CAKI-1 renal cancer. actives 4.7% (n = 75,000)
UO-31: UO-31 renal cancer; actives 5.2% (n = 81,000)
The depositor's hits bear a star; . = no result given; [ ] = dose if it differs, or a comment. The calls were made as follows: active = growth percent below 10; inactive = the rest.

1	CCCCOCCOCCOC(=O)c1ccc(OC)cc1
2	O=C(NCn1c(=O)[nH]c2ccccc2c1=O)Nc1ccccc1
3	Cc1cc2c(C(C)C)c(O)c(O)c(C(=O)C(=O)NC(C)(C)C)c2c(O)c1-c1c(C)cc2c(C(C)C)c(O)c(O)c(C(=O)C(=O)NC(C)(C)C)c2c1O
4	CCCCN(CCCC)C(C)=O
5	N#C/C(=C1/NC(=O)c2ccccc21)c1nc2ccccc2n1CCO
6	O=C(Nc1nc2c(Cl)cccc2s1)C(Cl)(Cl)Cl
7	CCN(CC)CCn1cc(CN)nn1
8	COc1cc(C(O)C2C(=O)OCC2C2(c3ccc4c(c3)OCO4)SCCCS2)cc(OC)c1OC (stereo not given)

compound no.	1	2	3	4	5	6	7	8
SF-268	96	95	78	115	95	101	95	94
786-0	97	104	101	106	101	100	96	103
U251	88	103	73	98	98	106	103	100
TK-10	97	105	83	115	102	.	97	98
SN12C	98	103	89	108	98	96	108	101
SF-295	97	102	112	.	105	93	103	93
CAKI-1	94	91	95	99	101	85	96	94
UO-31	90	73	85	98	94	85	87	93

9	FC(F)(F)CN1CCN(CCn2c(C(F)(F)F)cc3c(Cl)ncnc32)CC1
10	Cc1ccccc1C1OC2=C(Nc3ccc([N+](=O)[O-])cc3N2)C1=O (stereo not given)
11	Cc1nc(Cl)c2c(n1)N(C)c1ccc(O)cc1C(C)C2 (stereo not given)
12	CCCCOC(=O)c1ccc(NC(=O)CCCCl)cc1
13	O=C(/C=C/c1ccc(C(F)(F)F)cc1)Nc1ccc(C=C2c3ccccc3C(=O)c3ccccc32)cc1
14	Cc1cc(Nc2ccc3c(c2)OCO3)c2cc3c(cc2n1)OCO3
15	C#Cc1cccc(NC(=O)C2CCCCN2C(=O)CCl)c1 (stereo not given)
16	COC(=O)c1ccc(N=NN(C)C)cc1

compound no.	9	10	11	12	13	14	15	16
SF-268	-18*	94	91	85	67	38	-53*[8.25 µM]	109
786-0	85	107	85	97	62	19	-73*[8.25 µM]	86
U251	-13*	100	88	77	34	20	-62*[8.25 µM]	105
TK-10	114	135	81	87	70	60	9.4*[8.25 µM]	92
SN12C	35	92	83	92	90	47	-92*[8.25 µM]	103
SF-295	67	97	93	98	59	-63*	52[8.25 µM]	92
CAKI-1	24	98	87	.	56	20	-95*[8.25 µM]	.
UO-31	-95*	75	66	64	73	28	-97*[8.25 µM]	113

17	CN1C(=O)/C(=C/c2ccc(C3Oc4ccccc4C4CC(c5ccc(Cl)cc5)=NN43)cc2)SC1=S (stereo not given)
18	COc1ccc(/C=C/C(=O)c2ccc(NC(=O)CSc3nnc(-c4c[nH]c5ccccc45)n3-c3ccccc3)cc2)cc1OC
19	COc1ccc(-c2ccccc2)cc1-c1c(Nc2cc(Cl)cc(Cl)c2O)c(=O)c1=O
20	Cc1ccc(Cl)cc1NC(=O)OCCCl
21	COc1ccc(/C=C/C(=O)c2ccc([N+](=O)[O-])cc2)cc1
22	O=C1/C(=C/c2ccc(OCCCc3ccccc3)cc2)N=C2SCCCN12
23	Nc1c(C(=O)Nc2cccc([N+](=O)[O-])c2)sc2nc3c(cc12)CCCCC3
24	CSc1nsc(SC)c1-c1ccc(Cl)cc1

compound no.	17	18	19	20	21	22	23	24
SF-268	94	88	18	105	106	103	100	95
786-0	104	107	17	96	95	87	85	98
U251	97	82	6.6*	101	97	89	102	87
TK-10	106	118	13	94	101	95	95	102
SN12C	99	88	6.3*	104	102	.	99	93
SF-295	102	76	-6.6*	99	114	85	95	.
CAKI-1	84	82	-13*	102	123	89	.	105
UO-31	72	51	6.3*	89	90	88	102	79

25	CCCCCCOC(=O)N1CCCCC1
26	COc1ccc(C(C)(C)C#N)cc1
27	CCN=C1C=C/C(=C(/c2ccc(NCC)c(C)c2)c2cc(O)c(S(=O)(=O)O)cc2S(=O)(=O)O)C=C1C
28	CC(C)(CO)C(O)C(=O)NN (stereo not given)
29	COc1cc(-c2nn(C(C)(C)C)cc2-c2ccnc(NCCCNS(=O)(=O)c3ccc(Cl)cc3)n2)ccc1Cl
30	CC(=O)OC1=C2C(CC3C4CC=C5CC(OC(C)=O)CCC5(C)C4CCC23C)C2C(=O)N(Cc3ccccc3)C(=O)C2C1 (stereo not given)
31	Cc1nc2ccccc2c(Cl)c1C
32	CC(/C=C1\SC(=S)N(CC(=O)NCC(=O)O)C1=O)=C\c1ccccc1

compound no.	25	26	27	28	29	30	31	32
SF-268	107	95	101	104	44	91	105	110
786-0	100	104	101	99	69	95	103	105
U251	100	111	.	99	77	77	102	108
TK-10	98	105	112	.	66	116	108	101
SN12C	106	102	96	101	46	84	95	93
SF-295	106	109	97	104	60	.	121	102
CAKI-1	109	107	100	103	18	69	96	90
UO-31	95	107	72	90	33	.	73	79

33	CCOC(=O)c1ccc(N(CC)S(=O)(=O)c2ccc(C)cc2)cc1
34	CCOC(=O)c1c(C)nc2c(c1N)/C(=C/c1ccc[nH]1)C(=O)N2Cc1ccc(C(F)(F)F)cc1
35	NNC(=O)CCSCCC(=O)NN
36	CC(=O)NC1=NC(=O)/C(=C\c2cccc(Cl)c2Cl)N1C
37	Cc1ccc2[nH]c(O)c(N=NC(=O)Cc3c[nH]c4ccccc34)c2c1
38	CCCCCCCCc1ccc(OCCOCC[N+](C)(C)CC)cc1 (tested in a mixture with another compound)
39	CCCCC(C#N)c1ccccc1 (stereo not given)
40	CN1CCN(C(=O)[C@]2(C)CC[C@]3(C)CC[C@]4(C)C(=CC(=O)[C@@H]5[C@@]6(C)CCC(=O)NC(C)(C)[C@@H]6CC[C@]54C)[C@@H]3C2)CC1

compound no.	33	34	35	36	37	38	39	40
SF-268	104	55	104	93	98	23	95	94
786-0	101	23	106	92	99	88	87	93
U251	92	25	104	89	97	21	97	87
TK-10	124	49	106	98	139	96	79	105
SN12C	97	49	101	97	95	22	104	90
SF-295	87	29	103	96	90	97	100	98
CAKI-1	86	.	103	95	82	99	.	96
UO-31	74	35	101	88	64	89	81	72

41	Cc1ccc(-c2nc3ccc(Cl)cn3c2NC(C)(C)CC(C)(C)C)o1
42	O=C(O)/C=C\C(=O)NCC1CCC(CNC(=O)/C=C\C(=O)O)CC1 (stereo not given)
43	Nc1[nH]c(=O)ncc1F
44	O=c1oc(-c2ccccc2)nc2ccccc12
45	COC(=O)/C=C1/SC(=Nc2ccccc2)N(CCc2c[nH]c3ccccc23)C1=O
46	O=C(O)c1ccc(NC(=O)C(Cl)(Cl)Cl)cc1O
47	O=C1CSC(c2cccc(O)c2)N1c1nnc(Cn2cnnc2)o1 (stereo not given)
48	CCSc1nc(N)cc(=O)[nH]1

compound no.	41	42	43	44	45	46	47	48
SF-268	65	109	104	115	98	98	94	108
786-0	75	100	104	105	97	99	101	104
U251	44	99	98	104	92	97	100	104
TK-10	68	99	112	104	105	88	115	109
SN12C	81	97	104	.	91	94	90	103
SF-295	83	96	106	.	99	98	84	105
CAKI-1	52	96	99	.	102	100	70	104
UO-31	60	68	89	92	85	94	92	96

49	CCCCCCCCCCCCCCCCNC(=S)N/N=C/c1ccccc1OCC
50	Nc1ncc(-c2ccc(NS(=O)(=O)C3CC3)cc2)[nH]1
51	COC1C(=O)OC(=O)C1OC (stereo not given)
52	CC(=O)c1cccc(NC(=O)c2c(-c3ccccc3)c(-c3ccccc3)n[nH]c2=O)c1
53	CCCc1nc(C(C)(C)O)c(C(=O)OCc2oc(=O)oc2C)n1Cc1ccc(-c2ccccc2-c2nn[nH]n2)cc1
54	CSc1n[nH]c2nc(-c3ccccc3Cl)[nH]c(=O)c12
55	CCOC(=O)C1(NC(=O)C2(NC(=O)CN3C(=O)c4ccccc4C3=O)CCCC2)CCCC1
56	O=C(O)c1ccc(-n2cc(CNc3cccc(C(F)(F)F)c3)c(-c3ccc(F)cc3)n2)cc1

compound no.	49	50	51	52	53	54	55	56
SF-268	103	108	97	104	107	106	107	98
786-0	102	104	101	97	98	105	93	113
U251	95	105	116	104	99	102	101	88
TK-10	101	88	99	115	122	102	91	136
SN12C	94	94	92	100	.	99	107	92
SF-295	103	99	95	.	106	95	118	77
CAKI-1	100	101	87	84	83	95	100	.
UO-31	92	91	.	88	79	96	93	80

Another view of 6 compounds above:
Fields – SF-268	786-0	U251	TK-10	SN12C	SF-295	CAKI-1	UO-31
49) CCCCCCCCCCCCCCCCNC(=S)N/N=C/c1ccccc1OCC
→ 103	102	95	101	94	103	100	92
50) Nc1ncc(-c2ccc(NS(=O)(=O)C3CC3)cc2)[nH]1
→ 108	104	105	88	94	99	101	91
51) COC1C(=O)OC(=O)C1OC (stereo not given)
→ 97	101	116	99	92	95	87	.
52) CC(=O)c1cccc(NC(=O)c2c(-c3ccccc3)c(-c3ccccc3)n[nH]c2=O)c1
→ 104	97	104	115	100	.	84	88
53) CCCc1nc(C(C)(C)O)c(C(=O)OCc2oc(=O)oc2C)n1Cc1ccc(-c2ccccc2-c2nn[nH]n2)cc1
→ 107	98	99	122	.	106	83	79
54) CSc1n[nH]c2nc(-c3ccccc3Cl)[nH]c(=O)c12
→ 106	105	102	102	99	95	95	96

Additional compounds follow.
57	CC1=C[C@@]2(CCCO)c3cc4c(cc3CC[C@@]2(C)[C@@H]1C)[nH]c1ccccc14
58	COc1ccc2c(c1)CC(O)CC1C(=O)NN=CN21 (stereo not given)
59	COc1ccc(/C=C/C(=O)NCCOC(C)=O)cc1
60	O=S(=O)(CSc1ccccc1)c1ccccc1
61	O=C(Nc1ccc(S(=O)(=O)N2CCOCC2)cc1)C(Cl)Cl
62	Cc1ccc(NC(=O)Nc2nc3ccc([N+](=O)[O-])cc3s2)cc1
63	COc1cccc(-c2nc3ccccc3n3cccc23)c1OC
64	CC(=O)Nc1nc(Cl)c2[nH]cnc2n1

compound no.	57	58	59	60	61	62	63	64
SF-268	88	102	95	96	94	11	118	104
786-0	101	99	100	107	104	8.3*	106	105
U251	83	99	92	109	96	5.0*	104	93
TK-10	135	.	91	104	84	4.0*	131	109
SN12C	92	93	112	107	112	3.4*	100	92
SF-295	101	109	103	108	99	0.9*	106	.
CAKI-1	76	103	89	103	97	-23*	81	101
UO-31	74	97	86	104	88	6.8*	52	74

Some of these compounds in order of molar mass, low to high:
26	COc1ccc(C(C)(C)C#N)cc1
25	CCCCCCOC(=O)N1CCCCC1
50	Nc1ncc(-c2ccc(NS(=O)(=O)C3CC3)cc2)[nH]1
46	O=C(O)c1ccc(NC(=O)C(Cl)(Cl)Cl)cc1O
33	CCOC(=O)c1ccc(N(CC)S(=O)(=O)c2ccc(C)cc2)cc1
19	COc1ccc(-c2ccccc2)cc1-c1c(Nc2cc(Cl)cc(Cl)c2O)c(=O)c1=O

compound no.	26	25	50	46	33	19
SF-268	95	107	108	98	104	18
786-0	104	100	104	99	101	17
U251	111	100	105	97	92	6.6*
TK-10	105	98	88	88	124	13
SN12C	102	106	94	94	97	6.3*
SF-295	109	106	99	98	87	-6.6*
CAKI-1	107	109	101	100	86	-13*
UO-31	107	95	91	94	74	6.3*

Further compounds.
65	O=C(/C=C/Nc1ccc(F)cc1)c1ccc2c(c1)Nc1ccccc1S2
66	Cc1nc2ccccc2n1CC1NC(=O)NC1=O (stereo not given)
67	CCCCC(=O)OC(C)COc1ccccc1C(C)CC (stereo not given)
68	Fc1ccc2nc(Cl)c(Cn3nnnc3SCc3ccccc3)cc2c1
69	Nc1cc(-c2c[nH]c3ccc(Cl)cc23)nc2cc(-c3c[nH]c4ccc(Cl)cc34)nn12
70	O=C(Nc1cccnc1Nc1ccc(F)cc1)c1cn(Cc2cccc(Oc3ccccc3)c2)nn1
71	COCOc1cc2oc(C(=O)N[C@@H](Cc3ccccc3)C(=O)C(=O)NCc3ccccc3)c(C)c(=O)c2cc1OCOC
72	CC(C)CCC[C@@H](C)[C@H]1CC[C@H]2[C@@H]3CC=C4c5sc(Nc6ccccc6)nc5CC[C@]4(C)[C@H]3CC[C@]12C
73	Oc1c(Br)cc(Br)c2ccc(Cn3cc(-c4ccccc4C(F)(F)F)nn3)nc12
74	COc1ccc(/C=C2\N=C(c3ccccc3)N(c3ccc(-c4nc5ccc(C)cc5s4)cc3)C2=O)cc1
75	O=C(Nc1cccc(C2=NCCN2)c1)c1ccc(OCCCOc2ccc(C(=O)Nc3cccc(C4=NCCN4)c3)cc2)cc1

compound no.	65	66	67	68	69	70	71	72	73	74	75
SF-268	91	96	100	94	54	55	108	101	94	61	26
786-0	71	101	99	96	61	79	96	104	105	91	58
U251	93	103	84	98	9.9*	51	104	100	106	81	25
TK-10	101	102	84	110	66	99	107	100	134	104	81
SN12C	85	98	106	91	71	79	100	100	97	64	24
SF-295	72	107	93	91	34	68	108	103	104	76	52
CAKI-1	77	96	89	81	36	78	88	94	55	62	65
UO-31	92	95	97	66	61	47	83	85	79	34	86

Screening results (PubChem BioAssay)
